# Screening results as filed in PubChem BioAssay.
# MRP1 act – MRP-1 activation; H69AR cells + doxorubicin, viability rescue, CellTiter-Glo; viability increase, % at 10 µM; hit rate 0.61% among 140,000;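 active means viability gain under doxorubicin at or above a set limit, the compound median plus 3 SD, cut at about 4.7% in these data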;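 further: MRP-1 overexpressing cells given doxorubicin 25 µM after compound pretreatment; 18-22 h compound pretreatment then 72 h with doxorubicin before readout; 0% = doxorubicin-only wells and 100% = vehicle-treated cells without doxorubicin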
# NPY-Y2 antag – antagonists of human neuropeptide Y receptor Y2; NPY-Y2 expressing cells, antagonist mode; inhibition, % at 2.7 µM; hit rate 0.99% among 140,000; in the data active means inhibition above about 17%;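 further: 0% = vehicle with agonist challenge and 100% = reference antagonist with challenge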
# Target sequence (P49146 whole entry, looked up): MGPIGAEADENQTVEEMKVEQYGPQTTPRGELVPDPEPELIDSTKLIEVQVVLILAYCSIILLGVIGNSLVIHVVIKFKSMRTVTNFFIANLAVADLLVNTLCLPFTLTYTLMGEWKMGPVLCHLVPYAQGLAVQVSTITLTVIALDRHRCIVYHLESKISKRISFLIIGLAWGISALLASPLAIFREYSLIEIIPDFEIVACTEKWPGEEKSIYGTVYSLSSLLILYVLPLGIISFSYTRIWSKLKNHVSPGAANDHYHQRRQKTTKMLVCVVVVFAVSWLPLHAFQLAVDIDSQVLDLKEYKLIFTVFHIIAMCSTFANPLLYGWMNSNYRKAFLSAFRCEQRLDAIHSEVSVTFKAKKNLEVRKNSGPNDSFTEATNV
# E-sel TNF inh – TNF alpha driven E-selectin expression inhibition; HUVEC TNFa-induced E-selectin immunofluorescence, high content; inhibition, % at 2 µM; hit rate 0.71% among 120,000; AID 1246;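 active means inhibition above the batch mean plus 3 SD, and confirmed as a hit on visual image review, cut at about 43% in these data; inconclusive means passes the inhibition cutoff but fails visual image review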;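 further: 0% = TNF-stimulated DMSO wells and 100% = unstimulated control wells; not every result past the cut was called active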
# BB579 growth dn – reduces growth of yeast BB579 in restrictive medium; S. cerevisiae BB579 growth, OD615, 48 h; inhibition, % at 10 µM; hit rate 0.51% among 140,000; AID 804;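 active means inhibition above a set limit, 3 SD over the mean compound inhibition, cut at about 44% in these data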; further: inactives centre near -24
#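 System: DeaD yeast strain BB579; buffer or medium: CSMM-D dextrose restrictive medium; technique: OD at 615 nm; schedule: 4 h cell preincubation, 48 h compound exposure, 30 °C humidified; doses: single 10 µM dose; controls: amphotericin B 10 µg/mL, positive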
# Measles CPE – protection of cells from measles virus; Measles virus-infected cells, CPE protection, absorbance; protection (pct of control), % at 4 µM; hit rate 1.5% among 140,000; AID 841; in the data active means protection mostly above about 24%, no sharp cut-off; inactive means mostly below about 26%; further: some compounds called inactive have numbers as strong as hits
# Yeast life ext – yeast lifespan extension; S. cerevisiae growth with nicotinamide, OD615; deaD strain in restrictive glucose medium; inhibition of the nicotinamide effect, % at 10 µM; hit rate 0.68% among 130,000;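 active means inhibition above a set limit, placed 3 SD over the median of all compounds, cut at about 26% in these data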;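 further: 0% = nicotinamide-treated wells and 100% = cells grown without nicotinamide; some compounds called inactive have numbers as strong as hits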
#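 Assay system: DeaD-strain S. cerevisiae. Medium: CSMM-D glucose medium, restrictive. Reagent: nicotinamide, 1.5 mM, co-present with compound. Compound: 10 µM single point, 0.25% DMSO. Schedule: culture preincubation 4 h, compound exposure 48 h, both 30 °C. Detection: absorbance at 615 nm.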
# Phagocytosis inh – blocks phagocytosis by macrophages; J774A.1 macrophage IgG-bead phagocytosis, imaging; inhibition, % at 5 µM; hit rate 0.07% among 110,000; AID 1029;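 active means inhibition above the mean of the plate negative controls plus 5 SD, cut at about 13% in these data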;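 further: phagocytic index as fraction of beads internalized from green versus red external bead signal; plate controls were DMSO negative control for no effect and cytochalasin-D positive control for full effect; some results beyond the cut were filed as inactive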
# GALR2 blocker – antagonists of human galanin receptor 2 (GALR2) | GALR2-expressing cells, antagonist mode | hit rate 0.39% among 140,000 | inhibition, % at 4 µM | AID 828 | O43603; in the data active means inhibition above about 27%;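 further: cells stimulated with galanin 1-16 at roughly its EC80; 0% = agonist challenge control and 100% = basal control without agonist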
# Target sequence (O43603 whole entry, looked up): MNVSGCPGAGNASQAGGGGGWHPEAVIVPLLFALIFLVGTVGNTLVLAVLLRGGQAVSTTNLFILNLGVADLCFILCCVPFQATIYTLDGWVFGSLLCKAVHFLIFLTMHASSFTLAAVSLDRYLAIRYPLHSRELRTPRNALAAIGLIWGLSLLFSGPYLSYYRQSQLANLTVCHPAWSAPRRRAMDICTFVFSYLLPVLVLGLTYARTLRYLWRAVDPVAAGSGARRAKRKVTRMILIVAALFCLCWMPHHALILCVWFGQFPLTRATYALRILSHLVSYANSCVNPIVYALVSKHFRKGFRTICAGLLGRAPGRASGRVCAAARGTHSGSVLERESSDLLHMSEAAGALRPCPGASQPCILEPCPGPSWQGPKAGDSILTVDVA
# PTEN del growth – PTEN-deleted cell growth suppression | HCT116 PTEN-null viability, CellTiter-Glo, 60 h; active compounds read low | viability, % at 10 µM | hit rate 1.2% among 140,000 | AID 827;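 active means viability at or below a set limit, 4 SD under the median of all tested compounds, cut at about 3.7% in these data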;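 further: PTEN knockout HCT116 line with beta catenin targeted HCT116 as companion control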
# HCT116 bCat-KO – beta-catenin-lacking colon tumor cell growth suppression; HCT116 beta-catenin knockout viability, CellTiter-Glo, 60 h; active compounds read low; viability, % at 10 µM; hit rate 1.5% among 140,000; AID 818;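 active means viability at or under a set limit, the compound median less 4 SD, cut at about 6% in these data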;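 further: 0% = Hyamine 1622 control at 20 µM and 100% = untreated cell control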
# * = called active by the depositor; ? = inconclusive; / = not tested or not shown.
No.	compound	MRP1 act	NPY-Y2 antag	E-sel TNF inh	BB579 growth dn	Measles CPE	Yeast life ext	Phagocytosis inh	GALR2 blocker	PTEN del growth	HCT116 bCat-KO
1	Cc1ccc(/C=C2\CCC(C3CCCC3)C2=O)cc1 (stereo not given)	4.3	4	/	-32	10	1	-8	-1	96	87
2	Cc1ccccc1OCc1nc2ccccc2c(=O)n1/N=C/c1cccc([N+](=O)[O-])c1	-1.9	4	/	-3	21	0	4	-2	65	74
3	O=C(NCc1ccco1)c1cc2n(n1)C(C(F)(F)F)CC(c1ccc(F)cc1)N2 (stereo not given)	-2.3	0	-4	-72	7	-7	-1	-10	100	101
4	O=C(CSc1nc(-c2ccco2)cc(C(F)(F)F)n1)NC1CCCC1	0.6	7	/	-44	6	-3	0	4	91	95
5	O=C(NC1CCCC1)C1CCCN(S(=O)(=O)c2cccc3cccnc23)C1 (stereo not given)	-0.9	0	/	-73	9	-4	-1	0	99	102
6	CCCCC(=O)NC(c1ccccc1Cl)c1c(O)ccc2ccccc12 (stereo not given)	-2.2	-1	-5	-9	4	4	-8	0	63	77
7	O=C(OCC(=O)N1CCCCC1)c1cc2ccccc2cc1O	1.3	2	7	-49	19	-15	0	4	103	106
8	CCCCCCOC(=O)C1=C(C)NC(=O)NC1c1ccc(O)cc1 (stereo not given)	1.4	2	?	-10	1	-10	2	-5	69	59
9	Cc1ccc(Cn2c(=O)c3c(nc4n3CCN4Cc3ccco3)n(C)c2=O)cc1	-2.6	2	2	-18	5	-2	/	7	67	81
10	CCCC(C)NC(=O)COC(=O)c1ccc(Cl)c(S(N)(=O)=O)c1 (stereo not given)	-2.1	-1	4	-41	28	9	/	-5	88	101
11	COc1ccc(N2CCN(CC(=O)N3N=CCC3c3ccccc3)CC2)cc1 (stereo not given)	1.0	-1	/	17	11	7	-4	6	103	98
12	COc1ccc(-n2c(Cc3cc(=O)[nH]c(=O)[nH]3)nnc2SCC(=O)NC2CCCC2)cc1	0.6	2	/	-2	12	-6	0	2	104	97
13	O/N=C(\COc1ccccc1O)c1ccccc1	-0.3	3	/	-34	3	-8	0	2	70	78
14	CNC(=O)c1ncnnc1N(C)C(=O)NCc1ccccc1	-1.4	-1	/	-47	3	-6	0	-13	94	106
15	O=C(Nc1ccccc1C(=O)NCc1ccc(Cl)cc1)c1ccco1	-1.7	9	3	-65	10	-11	1	-14	73	78
16	Cn1c(=O)[nH]c(=O)c2c1nc(Br)n2CCCCSc1nc2ccccc2o1	-4.5	7	4	-31	4	-6	0	-15	69	85
17	C=CCn1c(O)c(N=NC(=O)CNC(=O)/C=C/c2ccco2)c2ccccc21	-2.4	2	-7	-34	5	-5	0	-4	89	88
18	COC(=O)c1[nH]c2cc(OC)ccc2c1NC(=O)CN1CCN(c2cccc(C)c2)C(C)C1 (stereo not given)	-4.2	-1	/	-27	7	-10	/	-9	34	51
19	Cn1c2ccccc2c(=O)c2c(=O)n(Cc3ccco3)c(COc3ccccc3)nc21	-1.1	2	/	-30	21	18	-6	8	56	52
20	COc1ccc(C2=Nc3ccccc3OC2)cc1	-2.0	2	-5	23	19	-14	2	4	80	69
21	O=C1CCCC(O)=C1N=Nc1c(Cl)cc(Cl)cc1Cl	-0.1	0	/	10	19	-1	-6	13	98	96
22	O=C1CCC(C(=O)Nc2cccc3ccccc23)N1 (stereo not given)	-1.6	3	-37	-43	2	-13	-4	1	106	93
23	Cc1ccc(C(=O)N2CC3(C(C)C)CN(C(=O)c4ccc(C)cc4)CC(C(C)C)(C2)C3=O)cc1	0.2	1	-7	-17	3	-8	-1	8	86	94
24	N/C(COc1ccc(F)cc1)=N\NC(=O)c1cccnc1Oc1ccccc1	1.7	2	-42	-56	21	-3	0	0	113	116
25	CCCCNS(=O)(=O)c1ccc(NC(=O)c2c(-c3ccccc3Cl)noc2C)cc1	0.8	-4	-14	-23	5	-10	0	6	15	14
26	O=S(=O)(/N=C(/c1ccccc1Cl)N1CCOCC1)c1ccccc1	-2.2	1	-7	-3	8	-4	-4	-12	98	98
27	O=C(N1CCOCC1)N1CCN(C(c2ccccc2)c2ccccc2)CC1	-1.2	6	0	-22	5	-7	/	-2	87	86
28	CCC(C)OC(=O)C1=C(C)NC(=O)CC1c1ccccc1OC (stereo not given)	-3.1	-2	/	-48	2	-14	/	3	61	54
29	CC(C)C(NC(=O)c1ccco1)C(=O)NCC(c1ccco1)N1CCCCC1 (stereo not given)	-1.3	0	-6	-37	2	1	/	4	68	70
30	O=C(CCn1cccc1)Nc1ccc(F)cc1	-0.7	0	-38	-62	5	-10	-1	1	91	99
31	CCOC(=O)CC(=O)Nc1nc2ccccc2s1	1.8	4	/	-19	12	-7	0	1	106	106
32	CC(C)C(=O)NCCSc1c[nH]c2ccccc12	-5.0	3	/	-29	7	0	-1	10	86	96
33	Cc1ccc2occ(C3NC(C(=O)O)CS3)c(=O)c2c1 (stereo not given)	-0.4	0	/	13	11	19	-10	14	92	91
34	Cc1cc([N+](=O)[O-])nn1CC(=O)N1N=C(C(F)F)CC1(O)C(F)F (stereo not given)	-1.1	1	/	-4	23	2	-1	0	98	106
35	O=C(CSc1nc2ncc(Br)cc2[nH]1)Nc1ccc2c(c1)OCO2	-1.9	2	/	-36	1	-12	0	-6	95	84
36	CCCCC1C(=O)CC[C@H]2[C@@H]1CC(=O)[C@@H]2C/C=C\CCCC(=O)O (stereo not given in full)	-2.5	-3	/	-40	10	50*	/	17	82	76
37	CCCCNCc1cc(Cl)c(OCCC)c(OCC)c1	-4.5	1	/	-24	6	-5	1	-8	83	89
38	CCN(CC)c1ccc(NC(=O)CCCCCN2C(=O)c3ccccc3C2=O)cc1	1.2	2	2	-27	24	-18	/	-9	96	91
39	O=C(O)C[C@@H](O)C(=O)O	0.2	5	/	-33	15	6	/	14	97	107
40	Cn1c(SCC(=O)N2CCCc3ccccc32)nnc1-c1c[nH]c2ccccc12	-3.2	-1	16	-45	2	43*	-1	-6	86	93
41	CCOC(=O)c1c(-c2ccccc2Cl)cn2ccccc12	-1.2	6	4	-13	5	-20	2	12	87	95
42	CCSCC1COC(c2cccn2Cc2ccc(C)cc2)=N1 (stereo not given)	-1.0	7	-6	-44	26	-12	/	8	69	65
43	O=C(COC(=O)c1ccc(S(=O)(=O)N2CCCC2)cc1)NCc1ccc(F)cc1	-1.9	-1	-9	-41	23	-4	/	10	85	91
44	O=C(Cc1cccs1)Nc1ccc(S(=O)(=O)N2CCCCC2)cc1	-1.5	-1	-11	-78	14	-12	3	3	87	86
45	CC1CC(C)(C)NC(=S)N1CC(=O)NCc1ccc(Cl)cc1 (stereo not given)	-2.6	2	-5	2	13	-3	-14	-4	96	96
46	COc1ccc(C2CC(c3ccc(Cl)cc3Cl)Nc3nc(N)nn32)cc1 (stereo not given)	2.6	2	/	-14	25	-10	1	6	72	76
47	CCn1c(CSc2nc3ccccc3s2)nnc1SCC(N)=O	-1.1	1	-12	-39	5	-6	-4	0	94	102
48	COC(=O)c1cccnc1-n1c(=O)c2cccnc2n(Cc2ccc(Cl)cc2)c1=O	-0.2	1	-12	-32	5	-9	-1	0	75	74
49	O=C(c1ccc(Cl)cc1)c1ccc(OCC(O)CN2CCOCC2)cc1 (stereo not given)	-0.3	5	20	-28	1	-10	1	4	74	73
50	Clc1ccc(-c2noc(CN3CCCC3)n2)cc1	-0.1	4	8	-61	3	4	-1	-2	107	89
51	O=C1C(=C(O)c2ccccc2)C(=O)c2ccccc21	-0.3	4	/	-40	13	42*	2	13	108	99
52	N#Cc1cccc(NC(=O)N2CCC(c3nc4c(nnn4Cc4cccc(Cl)c4)c(=O)[nH]3)CC2)c1	-3.1	-2	11	-69	7	-10	/	-11	45	32
53	Cc1ccccc1-c1nnc(SCC(=O)NCc2ccc3c(c2)OCO3)n1C	-0.8	0	4	-68	21	-8	-1	-14	105	104
54	CN(C)C(=O)CSCc1c(Cl)cccc1Cl	-1.6	5	-17	-19	11	-2	0	-3	99	96
55	C=CCSc1nnc(-c2sc(-c3ccccc3)nc2C)n1C	-0.1	2	-10	-58	4	-18	0	6	96	92
56	CC(C)(C)NS(=O)(=O)c1ccc(NC(=O)c2cc(-c3ccccc3)nc3ccccc23)cc1	-1.5	-1	-59	-48	8	-12	/	4	71	65

# (further entries)
No.	compound	MRP1 act	NPY-Y2 antag	E-sel TNF inh	BB579 growth dn	Measles CPE	Yeast life ext	Phagocytosis inh	GALR2 blocker	PTEN del growth	HCT116 bCat-KO
57	Cc1ccc(Cn2c(SCC(C)C)nc3c2c(=O)[nH]c(=O)n3C)cc1	-1.4	5	/	-24	8	-6	-2	-5	86	78
58	CC(=O)c1ccc(NC(=O)/C=C/c2ccc(C)cc2)cc1	2.5	2	3	1	4	-5	/	14	64	80
59	c1ccc(CN2CCN(CCCNc3ccc4nnc(-c5ccccc5)n4n3)CC2)cc1	-5.3	6	/	-5	13	-1	0	3	54	54
60	Cc1csc2ncc(C(=O)NCc3ccccn3)c(=O)n12	-2.2	1	-7	-50	30	0	/	1	97	101
61	CN1CCN(S(=O)(=O)c2ccc(NC(=S)NC(=O)c3ccccc3)cc2)CC1	-0.9	4	14	-22	15	-10	-2	-2	94	89
62	CC(C)c1ccc(/C=N/Nc2ccc(C(=O)O)cc2)cc1	0.7	-1	11	-4	8	-7	-4	-5	104	94
63	O=C(CCc1nc2ccccc2[nH]1)NC1CCCCC1	-1.1	10	-8	-34	12	1	/	-4	98	88
64	CCOC(=O)c1sc(Nc2nc3cc4c(cc3s2)OCO4)cc1C	4.7*	-4	/	-17	5	-3	/	-3	64	81
65	O=C1c2ccccc2-c2c1cccc2C(=O)N1CCN(C(=O)c2ccco2)CC1	-2.1	4	-1	-28	16	-8	0	-8	73	74
66	Cc1cc(Cl)c(OCCCn2cncn2)c(Br)c1	0.9	1	/	-3	9	-16	/	-3	98	93
67	O=S(=O)(Nc1ccc(Cl)c(C(F)(F)F)c1)c1cnc[nH]1	0.4	1	-35	-15	19	-1	0	8	98	95
68	O=C(Nc1cccc2ncccc12)c1cccnc1	-0.2	-1	-1	19	1	-4	1	3	95	86
69	O=S1(=O)CC(O)C(Nc2ccc(Cl)cc2)C1 (stereo not given)	0.1	3	12	-4	1	/	/	-3	106	93
70	O=C(c1ccccc1F)N(NC(=O)C(O)(c1ccccc1)c1ccccc1)c1ccccc1	0.3	30*	/	-21	5	3	-5	8	75	74
71	Cc1ccc2nsnc2c1NC(=O)CCc1ccccc1	-1.0	4	8	-7	2	2	-5	0	89	84
72	CC(=O)NC(C1C(=O)CC(C)(C)CC1=O)(C(F)(F)F)C(F)(F)F	-0.7	0	-28	-23	12	-7	-1	8	108	105
73	CCCn1nc(NC(=O)c2cccs2)c2cc3cc(OC)ccc3nc21	0.7	-4	15	-65	7	-16	3	-12	65	69
74	Cc1[nH]nc(N2CCCCC2)c1[N+](=O)[O-]	-0.2	2	-5	-25	16	0	-2	-4	96	99
